WRN inhibitor: blocks human WRN helicase. Q14191. WRN helicase unwinding, fluorescent forked duplex, kinetic. Potency, µM (titrated, usually from 114 µM), without a hit: top-dose activity change, negative = inhibition, hits mostly inhibitors. hit rate 0.46% among 360,000; note: potency is the fitted concentration of half-maximal effect; % is set by controls: 0 for no effect and ±100 for the full control effect; nearly all actives have a fitted effect of over 55% in size
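Kinetic red-fluorescence monitoring (525/598 nm) tracks WRN helicase activity after 100 nM fluorophore-quencher forked duplex and 2 mM ATP are added to 20 nM enzyme pretreated 15 min at room temperature with compound.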
IL-2 act: IL-2 activation; activation, % (series mostly up to about 46 µM); IL-2 activation reporter assay, cell-based qHTS; stimulated with anti-CD3/CD4/CD28 beads; in transgenic mouse T cells; hit rate 0.065% among 360,000; in the data active = activation above about 50%; inconclusive = mostly about 30% to 49%; note: 0% is about no effect
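Readout: EGFP and DsRed signals by fluorescent plate cytometry. Unstimulated transgenic mouse T cells received compound 60 min before antibody-bead stimulation, then incubated 18 h at 37 degrees C.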
EPAC2 agonist: EPAC2 (human) agonism; Q8WZA2; EPAC2 activation, biochemical qHTS; response scale: 100% = 6.5 mM cAMP response; Potency, µM (titrated, usually from 154 µM), without a hit: at the highest dose activation, most hits filed as activators; hit rate 0.079% among 360,000; AID 720711; note: potency is the fitted concentration of half-maximal effect; nearly all actives have a fitted effect of over 50% in size
Target sequence (Q8WZA2 whole entry, looked up): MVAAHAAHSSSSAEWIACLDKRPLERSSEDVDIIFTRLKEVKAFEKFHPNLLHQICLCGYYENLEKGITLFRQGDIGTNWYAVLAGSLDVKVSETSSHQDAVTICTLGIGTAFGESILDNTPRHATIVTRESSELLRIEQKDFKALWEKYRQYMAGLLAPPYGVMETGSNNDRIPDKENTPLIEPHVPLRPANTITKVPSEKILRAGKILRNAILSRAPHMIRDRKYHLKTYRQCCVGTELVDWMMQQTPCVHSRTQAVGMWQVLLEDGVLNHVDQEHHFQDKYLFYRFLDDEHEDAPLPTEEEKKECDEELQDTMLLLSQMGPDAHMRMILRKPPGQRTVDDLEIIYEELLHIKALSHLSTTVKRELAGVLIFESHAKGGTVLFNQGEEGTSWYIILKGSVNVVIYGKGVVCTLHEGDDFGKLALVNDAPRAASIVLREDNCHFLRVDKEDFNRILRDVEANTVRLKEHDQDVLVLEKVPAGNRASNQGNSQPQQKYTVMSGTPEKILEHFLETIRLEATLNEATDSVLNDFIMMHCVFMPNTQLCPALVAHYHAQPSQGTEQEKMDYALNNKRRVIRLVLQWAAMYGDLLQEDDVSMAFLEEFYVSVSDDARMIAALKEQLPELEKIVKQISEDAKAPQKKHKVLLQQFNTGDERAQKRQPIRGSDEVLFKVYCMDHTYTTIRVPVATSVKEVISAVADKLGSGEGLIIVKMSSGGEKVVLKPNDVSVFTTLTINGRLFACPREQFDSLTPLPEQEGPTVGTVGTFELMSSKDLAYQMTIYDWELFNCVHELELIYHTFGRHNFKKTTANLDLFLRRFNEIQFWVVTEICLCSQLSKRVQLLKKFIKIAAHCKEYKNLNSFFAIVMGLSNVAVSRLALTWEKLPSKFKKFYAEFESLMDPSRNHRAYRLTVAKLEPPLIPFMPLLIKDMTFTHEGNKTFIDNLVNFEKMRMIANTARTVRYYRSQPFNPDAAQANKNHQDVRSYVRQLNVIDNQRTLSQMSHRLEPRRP
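qHTS, titration series. 100 nM EPAC2 / 250 nM Rap1B-BODIPY-GDP / 50 uM GDP; RT; ex 480/em 540 nm, 5-min reads to 30 min. Norm. to 6.5 mM cAMP = activation.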
EPAC1 antagonist: antagonists of human EPAC1 | EPAC1 GEF assay, Rap1b-BODIPY-GDP exchange fluorescence | O95398 | hit rate 0.14% among 360,000 | Potency, µM (top dose mostly 115 µM), without a hit: at the top dose activity change, negative = inhibition, usual class: inhibitors;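 note: potency is the fitted concentration of half-maximal effect; plate controls were vehicle for no effect and positive control for full effect; nearly all actives have a fitted effect of over 50% in size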
CCT modulator: changes cytosolic chaperonin activity | AID 651819 | activity change, % (concentration not given with the values), hits read low | hit rate 0.3% among 360,000 | purified chaperonin ATPase assay, HTRF ADP detection, 30 min; in the data active = activity change below about -30%; note: % is set by controls: 0 for no effect and ±100 for the full control effect
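ATPase activity: ADP formed was measured by HTRF Transcreener (665/615 nm ratio) after 30 min at 37 deg C with 10 uM ATP. Compounds screened at one 76 uM concentration against 40 or 20 nM TRiC in Tris pH 7.4/KCl/MgCl2/DTT buffer.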
EPAC1 agonist: agonists of human EPAC1 | hit rate 0.073% among 360,000 | AID 720707 | EPAC1 agonist qHTS, biochemical assay; response scale: 100% = response to 6.5 mM cAMP | Potency, µM (doses to about 154 µM), inactives show at the top dose activation, hits mostly activators | O95398; note: potency is the fitted concentration of half-maximal effect; nearly all actives have a fitted effect of over 60% in size
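Nucleotide exchange by EPAC1 (100 nM) on Rap1B–BODIPY-GDP (250 nM) in the presence of 50 uM GDP is tracked fluorescently at 480/540 nm over 30 min. Signals are normalized to a 6.5 mM cAMP control.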
PLK1 PBD block: PLK1 (human) polo-box domain binding inhibition; Plk1 PBD binding of FITC phosphopeptide, fluorescence polarization; P53350; hit rate 2.8% among 360,000; Potency, µM, for the others: max response, negative = inhibition, hits mostly inhibitors; note: potency is the fitted concentration of half-maximal effect; series mostly up to about 57 µM; % is set by controls: 0 for no effect and ±100 for the full control effect; nearly all actives have a fitted effect of over 65% in size
PI5P4Ka inh: blocks human PI5P4K alpha kinase activity. PI5P4Kalpha enzyme, ADP-Glo luminescence, 60 min; stronger effect = lower value. max response, %. hit rate 1.2% among 330,000; active = max response of -50% or lower; inconclusive = between -30% and -50%; inactive = -30% or higher; note: value at the top dose of about 77 µM; % is set by controls: 0 for no effect and ±100 for the full control effect
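ADP-Glo luminescence end-point after a 60 min room-temperature kinase reaction. PI5P4Kalpha and substrate in HEPES pH 7.4 buffer with EGTA, 0.1% CHAPS and 5% DMSO; ATP at 5 microM final.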
* = called active by the depositor; ? = inconclusive; . = not tested or not shown; [ ] = dose if it differs, or a comment. Unless noted, calls come from the whole dose curve; as a rule, active = well fitted curve in the direction sought with a large enough effect; inconclusive = small, poorly fitted or top-dose-only effect, or another doubt; inactive = no such curve, though single readings can be large; an effect the other way counts as inactive or inconclusive. The list is partial; the hit share may differ from the screen's.

SMILES	WRN inhibitor	IL-2 act	EPAC2 agonist	EPAC1 antagonist	CCT modulator	EPAC1 agonist	PLK1 PBD block	PI5P4Ka inh
CC12CN3CC(C)(CN(C1)C3c1ccc(Br)cc1)C2 (stereo unspecified)	9%	3.8	-5%	-3%	-1.5	0%	-4%	1
Cc1cc(Br)ccc1OCc1nc(-c2cccnc2)no1	-4%	-1.1	-8%	-13%	0.7	0%	-1%	4
CC(=O)N/N=C(\C)CCc1ccccc1	4%	0.8	2%	8%	2.0	0%	0%	3
COc1ccccc1N1CCN(C2CCCN(C(=O)CCn3cncn3)C2)CC1 (stereo unspecified)	-26%	3.2	15%	-25%	-2.5	8%	-4%	3
CC1=C(C(=O)OC2CCCCC2)C(c2cccs2)n2c(nc3ccccc32)N1 (stereo unspecified)	7%	0.7	-4%	-1%	1.5	2%	-3%	-4
CCOc1ccc(N2CC(C(=O)NCCC3=CCCCC3)CC2=O)cc1 (stereo unspecified)	5%	-2.7	-5%	11%	-1.3	-2%	-1%	.
O=C(COC(=O)c1nc(-c2ccccc2)n(-c2cccc(C(F)(F)F)c2)n1)NCc1cccs1	-5%	-0.9	11%	?	0.4	-8%	-9%	3
COCCCn1c(SCC(=O)N2CCCC2=O)nc2ccccc2c1=O	6%	-0.8	0%	11%	1.0	-20%	-3%	-1
CCC(CC)NC(=O)c1cc(OC)c(OC)c(OC)c1	-2%	-0.4	-10%	-14%	1.6	6%	-4%	1
Cc1ccc(OCC(O)CN2C(=O)NC(C)(C)C2=O)c(C)c1 (stereo unspecified)	7%	1.7	15%	-15%	0.9	5%	?	3
CCOC(=O)c1ccc(NC(=O)CSc2nnnn2C2CCCCC2)cc1	4%[57.1 µM]	-1.9	2%	-5%	0.2	7%	2%	-3
CN(C)C(=O)c1ccc(Nc2nnc(-c3ccc(O)cc3)c3ccccc23)cc1	-2%	-0.1	-5%	?	0.6	6%	-12%	-9

Four of the compounds above, with two lines to a compound:
Each structure is followed by: WRN inhibitor	IL-2 act	EPAC2 agonist	EPAC1 antagonist	CCT modulator	EPAC1 agonist	PLK1 PBD block	PI5P4Ka inh
> CN(C)C(=O)c1ccc(Nc2nnc(-c3ccc(O)cc3)c3ccccc23)cc1
 : -2%	-0.1	-5%	?	0.6	6%	-12%	-9
> COCCCn1c(SCC(=O)N2CCCC2=O)nc2ccccc2c1=O
 : 6%	-0.8	0%	11%	1.0	-20%	-3%	-1
> CC1=C(C(=O)OC2CCCCC2)C(c2cccs2)n2c(nc3ccccc32)N1 (stereo unspecified)
 : 7%	0.7	-4%	-1%	1.5	2%	-3%	-4
> COc1ccccc1N1CCN(C2CCCN(C(=O)CCn3cncn3)C2)CC1 (stereo unspecified)
 : -26%	3.2	15%	-25%	-2.5	8%	-4%	3

Carrying on.
SMILES	WRN inhibitor	IL-2 act	EPAC2 agonist	EPAC1 antagonist	CCT modulator	EPAC1 agonist	PLK1 PBD block	PI5P4Ka inh
O=C(CSc1nc2[nH]c(=O)cc(O)c2s1)Nc1nncs1	9%	-0.5	7%	?	0.6	1%	30µM*	-2
Cc1ccc(NC(=S)Nc2ncccc2C)c(C)c1	-9%	0.8	12%	1%	-1.1	8%	-14%	.
CCn1c(SC)nnc1-c1nn(-c2ccccc2)ccc1=O	3%	-0.1	9%	10%	-4.3	13%	-9%	7
CCc1ccc(NC(=O)CCNS(=O)(=O)c2cccc3nsnc23)cc1	-4%	2.1	9%	3%	2.5	7%	-5%	.
COc1ccc(OC)c(S(=O)(=O)NCC(=O)NC2CCCc3ccccc32)c1 (stereo unspecified)	-8%	1.8	-2%	0%	1.7	9%	-19%	8
CCC1=Nc2cc(C(=O)NCCN3CCOCC3)ccc2Sc2ccccc21	-1%	-1.4	2%	7%	0.7	6%	-10%	0
COc1ccc(-c2cc(C)no2)cc1S(=O)(=O)N1CCOc2ccccc21	-7%	-0.8	11%	-12%	-81*	0%	3%	-7
COc1cc(C=O)cc(Br)c1OCC(N)=O	9%	-0.1	16%	-1%	-0.9	-6%	-20%	2
CN(C)C(=O)CCC(=O)N1CCCC(C(=O)c2ccc3c4c(cccc24)CC3)C1 (stereo unspecified)	5%[57.1 µM]	0.4	-1%	-5%	1.7	2%	4%	4
O=C(COC(=O)c1cc(S(=O)(=O)N2CCCC2)ccc1O)NCCc1ccccc1	-3%	1.3	8%	-24%	-4.4	-5%	-9%	-2
COc1ccc(S(=O)(=O)NCc2cc(=O)n(C)c(=O)n2C)cc1C	-2%	-1.0	5%	-10%	0.1	-1%	0%	5
CCOC1OC(=O)C(Cl)=C1Nc1ccc(C)cc1C (stereo unspecified)	-20%	-3.6	7%	2%	-1.5	9%	0%	6
C[C@@H](O)C1NC(=O)[C@H](CCCCN)NC(=O)c2cc([N+](=O)[O-])cc(F)c2NCCCC[C@@H](C(N)=O)NC1=O (stereo partly specified)	-12%	-0.4	6%	-4%	-0.9	7%	-4%	1
CCCOc1ccc(F)cc1-c1cc(C(=O)Nc2ccc(F)cc2)[nH]n1	-3%	0.3	-8%	2%	1.2	-1%	6%	0
O=C1/C(=C\c2ccc(C(F)(F)F)cc2)CSc2sccc21	-7%	-0.1	13%	-16%	-1.2	4%	-11%	4
Cc1cccc(NC(=O)c2ccc3c(c2)C(=O)N(c2ccccc2C)C3=O)n1	2%	-1.3	1%	1%	4.1	-6%	1%	-4
Cc1ccc(C(=O)OCC(=O)N2CCCCCC2)cc1S(=O)(=O)N1CCOCC1	5%	-3.9	5%	1%	-2.0	-2%	-8%	10
CC(NC(=O)C1CCCO1)c1ccccc1 (stereo unspecified)	-9%	-0.2	1%	4%	-0.2	-2%	-4%	3
COc1ccc(S(=O)(=O)N2CCC(NC(=O)c3cccnc3)CC2)cc1	6%	1.2	10%	9%	-1.6	9%	-9%	1
Cc1[nH]nc2c1C(c1ccccc1F)CC(=O)N2 (stereo unspecified)	5%	0.4	0%	-4%	-1.8	-2%	2%	.
COc1ccccc1-c1cnc(C(O)c2cccc(CN3CCCCC3)c2)[nH]1 (stereo unspecified)	4%	-0.7	4%	8%	-1.5	-19%	6%	0
CN(C)S(=O)(=O)Oc1ccsc1C(=O)Nc1cccc(Cl)c1Cl	-7%	-0.6	7%	-8%	-1.3	19%	3%	23
Cc1ccc(O/C=C2\OC(=O)c3ccccc32)cc1	6%	-0.5	0%	0%	0.2	0%	-2%	.
O=C(O)C1CC(=O)N(c2ccc(OCc3ccccc3)cc2)C1 (stereo unspecified)	5%	0.1	5%	12%	-16	-5%	-1%	.
Cn1c2c(c(=O)[nH]c1=O)C(c1cccc(O)c1)C1=C(N2)c2ccccc2C1=O (stereo unspecified)	-5%	-3.7	-4%	7%	0.3	4%	4%	-5
O=C(CSc1nc2ccccc2c(=O)n1-c1ccccc1F)NC1CC1	2%	1.1	12%	3%	-1.5	-1%	-6%	-1
Cc1ccc(OCC(=O)NNC(=O)CCc2ccccc2)c(Br)c1	-4%	1.9	2%	25%	-0.6	-5%	-8%	-5
CCCN(CCC)C(=O)CSc1nc2ccsc2c(=O)n1NC(=O)c1ccccc1	?	-0.2	2%	-1%	-1.0	7%	-4%	-1
O=C(c1ccccc1Cl)N(Cc1ccc(Cl)c(Cl)c1)N1C(=O)CCCC1=O	0%	-0.5	10%	4%	-1.0	-1%	-7%	1
C=CCN(C1CCCCC1)S(=O)(=O)c1ccc2c(c1)oc(=O)n2C	-13%	-4.7	17%	-11%	-2.8	6%	-13%	1
O=C1NC(c2cccc3ccccc23)Nc2ccccc21 (stereo unspecified)	-3%	0.1	-3%	3%	-0.9	3%	-7%	8
CCOc1cccc(Cc2c[nH]c(=O)[nH]c2=O)c1	14%	-1.5	19%	-1%	0.4	5%	-10%	4
CC(=O)Nc1ccc(S(=O)(=O)NNC(=O)NC23CC4CC(CC(C4)C2)C3)cc1	-13%	-0.5	5%	?	1.6	-4%	-8%	6
CN1CCN(C(=O)c2cc3c(s2)-c2ccccc2S(=O)(=O)C3)CC1	-3%	4.5	14%	-6%	-1.0	6%	-6%	4
CC(C)N(CCNC(=O)c1ccc(CS(=O)(=O)c2c(Cl)cccc2Cl)o1)Cc1ccccc1	-6%	-2.3	10%	-27%	-3.0	-8%	-8%	-1
O=C1C(=O)N(CNc2ccccn2)c2ccccc21	-6%	-1.5	7%	3%	-0.8	5%	-4%	.
Cc1cc(C(=O)CSc2nc(N)cc(N)n2)c(C)n1CC1CCCO1 (stereo unspecified)	4%	-0.6	8%	-1%	-1.2	10%	-23%	1
COc1ccc(-c2nc(N)n[nH]2)cc1OC	-23%	-0.1	5%	1%	-0.3	5%	-2%	-14
C=C(C)Cc1c(C)c(C#N)c2[nH]c3ccccc3n2c1=O	-2%	0.1	-5%	-24%	-1.1	0%	-6%	-3
CCC(=O)N(Cc1ccco1)c1nc(-c2cc(OC)ccc2OC)cs1	0%	-3.6	10%	?	-0.9	1%	-5%	1
Cc1ccc(C)c(N2CCN(S(=O)(=O)c3ccc(-c4ccc(=O)[nH]n4)o3)CC2)c1	-2%	-1.7	-5%	-10%	-2.0	1%	6%	3
Cc1cc(C(=O)NCc2ccc(S(N)(=O)=O)cc2)c(C)o1	-8%	-0.3	0%	6%	-0.1	0%	-11%	.
Cc1cc(C)nc(NC2=NCCN2C(=S)Nc2c(C)cccc2C)n1	10%	1.1	2%	5%	-1.0	-2%	6%	0
C[C@@H](N)C(=O)NC[C@H]1CC[C@H](C(=O)N[C@@H](Cc2ccccc2)C(=O)O)CC1	6%[57.1 µM]	-0.6	9%	-26%	-0.5	8%	-14%	3
Cc1ccc(N(CC(=O)NC2CCCCC2)C(=O)CCCC(=O)Nc2ccccn2)c(C)c1	12%	0.0	9%	-2%	-0.2	-3%	3%	9
Cc1cc(N/N=C/c2ccc(O)cc2O)nc(N2CCOCC2)n1	-25%	0.3	5%	-23%	-7.4	-9%	2%	0
CC1(C)CC(=O)C=C(c2cccc(O)c2)C1	-25%	1.1	11%	-2%	0.5	0%	1%	1
Cc1ccccc1N=C/C=C1/C=C(c2ccccc2)OC(C)(C)O1	-15%	-1.2	14%	-5%	2.3	8%	-1%	.
Cc1c(N2C(=O)c3ccc4c5c(ccc(c35)C2=O)CC4)c(=O)n(-c2ccccc2)n1C	?	-0.7	1%	-13%	0.9	3%	?	-64*
N=C1c2ccccc2CN1c1ccc(S(=O)(=O)N2CCCCC2)cc1	6%	-0.7	1%	12%	0.3	-6%	-3%	1
O=C(c1cc(-c2ccc(O)cc2)on1)N1CCOCC1	10%	-0.5	7%	-11%	-4.1	0%	-5%	3
NC(=O)c1sc2nccc(Nc3ccccc3)c2c1N	2%	-2.1	0%	6%	-2.1	7%	?	.
COc1ccccc1NS(=O)(=O)c1cc(C(=O)N2CCCCCCC2)ccc1C	-1%	-3.6	-1%	?	2.0	-10%	-5%	3
